High-throughput results (PubChem BioAssay)
697 NFkB inh: inhibitors of PMA/ionomycin-induced NF-kB reporter, 697 cells, primary screen, B-cell NF-kB inhibitor project, cell-based, luminescence, uHTS; actives 0.33% (n = 330,000); inhibition, % at 4 µM; 697 B-cell NF-kB luciferase reporter, 16 h; AID 435022, 2010; in the data active means inhibition above about 35%
EBI2 antag: EBI2 receptor antagonists, beta-arrestin recruitment, primary screen, cell-based, luminescence, 7a,25-OHC stimulation, uHTS; 7a,25-OHC stimulated; inhibition, % at 5 µM; actives 0.81% (n = 360,000); AID 651636, 2012; in the data active means inhibition above about 38%;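 further: enzyme fragment complementation signal reports receptor beta-arrestin coupling in cells; 0% = agonist plus DMSO wells and 100% = wells without agonist; some results beyond the cut were filed as inactive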
Jurkat NFkB inh: inhibitors of induced NF-kB luciferase reporter, primary screen, TCR NF-kB activation inhibitor project, cell-based, luminescence, uHTS; Jurkat, PMA/ionomycin-induced NF-kB luciferase reporter; inhibition, % at 4 µM; actives 0.53% (n = 330,000)
CCR6 antag: CCR6 receptor antagonists, primary screen, cell-based, CHO-K1, luminescence, beta-arrestin, uHTS | inhibition, % at 20 µM | AID 493098, 2011 | CHO-K1 CCR6 PathHunter beta-arrestin, CCL20-stimulated | actives 0.49% (n = 340,000);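 active means compounds whose inhibition of the agonist-driven luminescence signal at 20 µM reaches about 50%, limit read from the data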;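 further: cells stimulated with CCL20 at 14 nM final; plate controls were DMSO with CCL20 for no effect and DMSO without agonist for full effect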
UBC13 inh: UBC13 polyubiquitin chain formation inhibitors, primary screen, biochemical, TR-FRET, uHTS; Ubiquitin-conjugating enzyme E2 N (Homo sapiens), P61088; inhibition, % at 20 µM; actives 0.47% (n = 330,000); AID 485273, 2010; in the data active means inhibition above about 45%, passing the limit was not always enough
Apaf1 inhib: inhibitors of human Apaf-1 apoptosome, primary screen, biochemical, DEVD-Rh110 fluorescence, uHTS; reconstituted apoptosome caspase-3 activity; inhibition, % at 20 µM; Apoptotic protease-activating factor 1 (Homo sapiens), O14727; actives 0.71% (n = 330,000); active means inhibition of at least 40% at 20 µM;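 further: plate controls were DMSO wells for no effect and DEVD-CHO caspase inhibitor wells for full effect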
Target sequence (O14727 whole entry, looked up): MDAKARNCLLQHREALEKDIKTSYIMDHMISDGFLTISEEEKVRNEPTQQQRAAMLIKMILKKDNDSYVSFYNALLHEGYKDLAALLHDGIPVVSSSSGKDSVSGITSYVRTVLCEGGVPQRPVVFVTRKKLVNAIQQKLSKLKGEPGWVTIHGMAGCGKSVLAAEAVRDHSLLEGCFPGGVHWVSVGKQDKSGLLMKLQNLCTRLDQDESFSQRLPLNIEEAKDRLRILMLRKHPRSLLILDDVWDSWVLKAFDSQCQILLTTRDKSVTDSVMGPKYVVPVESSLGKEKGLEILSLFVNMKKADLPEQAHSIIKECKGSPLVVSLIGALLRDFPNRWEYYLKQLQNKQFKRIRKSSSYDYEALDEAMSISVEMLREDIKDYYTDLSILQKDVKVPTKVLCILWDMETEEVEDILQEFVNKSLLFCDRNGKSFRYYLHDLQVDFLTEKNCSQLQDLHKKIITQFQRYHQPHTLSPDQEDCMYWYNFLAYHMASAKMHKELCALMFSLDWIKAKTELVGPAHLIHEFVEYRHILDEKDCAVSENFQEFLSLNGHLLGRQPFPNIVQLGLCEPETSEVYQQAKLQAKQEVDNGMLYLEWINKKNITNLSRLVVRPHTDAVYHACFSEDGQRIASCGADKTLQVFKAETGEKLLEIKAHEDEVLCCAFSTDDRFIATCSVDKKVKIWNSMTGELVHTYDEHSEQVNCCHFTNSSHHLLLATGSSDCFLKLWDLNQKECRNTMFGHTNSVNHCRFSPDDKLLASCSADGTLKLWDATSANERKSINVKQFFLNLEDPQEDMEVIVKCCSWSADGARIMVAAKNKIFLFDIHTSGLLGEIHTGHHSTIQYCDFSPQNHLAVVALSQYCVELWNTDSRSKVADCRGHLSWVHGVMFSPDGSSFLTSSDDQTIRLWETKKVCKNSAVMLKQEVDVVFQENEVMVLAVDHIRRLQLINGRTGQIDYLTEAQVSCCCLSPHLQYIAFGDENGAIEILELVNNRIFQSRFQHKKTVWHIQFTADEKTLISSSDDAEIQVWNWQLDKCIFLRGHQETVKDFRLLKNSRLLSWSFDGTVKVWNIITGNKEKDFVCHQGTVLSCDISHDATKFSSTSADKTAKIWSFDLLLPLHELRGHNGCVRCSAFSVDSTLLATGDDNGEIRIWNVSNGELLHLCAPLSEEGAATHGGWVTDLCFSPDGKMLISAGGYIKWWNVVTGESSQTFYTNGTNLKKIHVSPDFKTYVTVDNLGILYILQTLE
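Medium: Hepes buffer, pH 7.5 / System: biochemical Apaf-1 apoptosome reconstitution / Measured by: Rh110 fluorescence, excitation 480 nm, emission 540 nm / Times: compound with Apaf-1, dATP, procaspase-3 30 min, then 50 min reaction, room temperature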
SENP8 block: SENP8 protease inhibitors, primary screen, biochemical, luminescence; Sentrin-specific protease 8 (Homo sapiens), Q96LD8; purified SENP8, Z-RLRGG-aminoluciferin cleavage; inhibition, % at 10 µM; actives 1.2% (n = 330,000)
Gli-Sufu antag: Gli-Sufu pathway antagonists, primary screen, luciferase luminescence, Sufu-KO-LIGHT cells, uHTS; Sufu-KO-LIGHT fibroblasts, Gli luciferase reporter luminescence; inhibition, % at 5 µM; actives 0.74% (n = 340,000); AID 588413, 2011;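 active means inhibition above about 55%, limit read from the data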;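 further: 0% = DMSO-treated cells and 100% = wells with medium but no cells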
* = called active by the depositor; . = no result given. Unless noted, no stated cut-off is given here; in the data, active means inhibition above about 50%; inactive means the rest.

Values run as follows: 697 NFkB inh, EBI2 antag, Jurkat NFkB inh, CCR6 antag, UBC13 inh, Apaf1 inhib, SENP8 block, Gli-Sufu antag
CCOC(=O)c1sc2ncn(C(C)C(=O)OC)c(=O)c2c1C (centres undefined)
→ 5.0, -2.9, -7.4, 3.8, 5.7, 0.2, 3.2, 3.7
O=C(Nc1ccc([N+](=O)[O-])cc1)N1CCc2ccccc2C1
→ -37.5, 3.9, -2.7, 20.0, -9.5, 12.7, 3.5, -34.7
CCOC(=O)Cc1cc(=O)n2[nH]cc(-c3ccc(Cl)cc3)c2n1
→ -30.8, 2.4, -21.6, 11.9, -2.9, 18.6, 2.4, 8.1
COc1ccccc1-c1nnc(SCC(=O)NC2CCCCC2)n1N
→ -4.6, 2.1, -12.0, 1.4, 5.3, -2.4, -1.9, -9.1
Cc1cc(OCC(=O)NN2C(=O)c3ccccc3C2=O)ccc1Cl
→ 4.3, -2.1, 10.4, 6.9, 5.6, 0.0, -1.0, -0.5
CCOc1ccccc1-n1c(SCC(N)=O)nnc1-c1ccco1
→ 0.9, -2.5, 1.0, -0.1, -18.3, -2.8, -11.7, -3.8
O=C(NCc1ccc2c(c1)OCO2)c1ccccn1
→ -12.7, -5.1, -14.0, -3.2, 4.0, -6.2, -10.8, -7.5
CC(C)c1nc(-c2ccccn2)no1
→ 7.6, 1.0, 9.4, 13.9, 3.5, -12.4, -4.7, -7.4
O=C(COC(=O)CC(c1ccccc1)c1ccccc1)Nc1ccc(F)c(F)c1
→ 10.9, ., 14.7, ., 3.9, 7.2, -9.6, .
COc1ccc(-n2c(SCC(=O)N3CCc4ccccc43)nnc2-c2c[nH]c3ccccc23)cc1
→ 4.8, -5.7, 7.1, 9.2, -35.5, 2.3, -6.3, -12.3
CCOC(=O)N1CCC(NC(=O)CCC(=O)N2CC(C)Oc3ccc(Cl)cc32)CC1 (centres undefined)
→ 27.8, 4.1, 7.8, 14.1, 0.9, 0.0, -2.2, 23.9
CC(O)c1cccc(NC(=O)CCC(=O)O)c1 (centres undefined)
→ 17.2, 4.8, -0.6, 8.8, -4.2, -24.5, -6.8, 2.8
CCCOC(=O)c1c(NC(=O)CSc2nc(-c3ccco3)cc(C(F)(F)F)n2)sc(C(=O)OC)c1C
→ 18.8, 6.1, -1.1, 12.9, 12.9, 16.0, 0.6, 3.7
COCCCNCC(O)COc1cccc2[nH]c(C)cc12 (centres undefined)
→ 6.7, -2.3, 17.1, -4.4, -2.2, 5.1, -6.0, 5.4
COC(=O)C(C)Sc1nc(N)c(NC(=O)c2ccco2)c(=O)[nH]1 (centres undefined)
→ -1.9, 2.4, 5.7, -8.1, -12.2, -5.2, -0.3, -7.8
O=C(NNC(=S)Nc1ccc(Cl)cc1)c1cccs1
→ -35.0, -0.4, -44.3, 37.1, -4.8, -4.0, 0.4, -40.7
C=CCC[C@H](Cc1ccc(F)cc1)C(=O)OC[C@@H](NC(=O)[C@H](CC=C)CC(=O)NCCO)C(C)(C)C
→ 9.2, 5.8, -5.4, 2.9, 6.8, 5.6, 2.6, 6.1
CCCCNS(=O)(=O)c1ccc(OC)c(C)c1
→ 13.5, -9.8, -13.5, -8.6, -3.6, 2.4, -3.6, 8.2
COC(=O)C1=C(Nc2cc(Cl)cc(Cl)c2)CSC1
→ -20.0, 6.0, 11.1, 13.3, -3.1, 5.7, -13.0, 7.0
CCc1ccc(-n2c(SCC(=O)N3Cc4ccccc4CC3C(=O)O)nnc2-c2ccncc2)cc1 (centres undefined)
→ 10.6, 4.7, 12.1, -4.5, 19.5, -4.8, 2.8, 8.2
Cc1nc(NC(=O)c2ccccc2)sc1-c1csc(N)n1
→ -30.4, -7.0, -19.8, 14.6, 10.5, 16.1, 29.6, -1.8
COc1ccc(OC)c(/C=N/NC(=O)c2ccc(N(C)S(=O)(=O)c3ccccc3)cc2)c1
→ 20.8, 33.7, -4.8, 9.7, -6.4, -6.0, -1.9, -1.9
CCC(c1nnnn1Cc1cccs1)N1CCN(C(=O)c2ccco2)CC1 (centres undefined)
→ 31.4, -2.5, -6.7, -6.2, 12.7, -13.3, -2.6, 16.7
CC(/C=C(\NC(=O)c1ccccc1)C(=O)N=Nc1c(O)[nH]c2ccc(C)cc12)=C\c1ccccc1
→ 26.1, -10.9, 37.3, 11.1, -28.0, 6.3, -1.1, 28.3
COc1ccccc1Nc1nc(N(C)c2ccccc2)nc(N)c1[N+](=O)[O-]
→ -26.4, 29.3, -28.9, 9.2, -2.7, 7.7, -0.9, 2.5
COC(C[C@@H]1O[C@@H]1C(=O)[C@H](C)OCc1ccccc1)OC
→ 15.8, -19.7, -11.0, 5.8, -4.0, -6.0, -8.3, -3.6
O=C(NC1CCCCC1)c1n[nH]c2c1CCCCC2
→ -112.1, -10.9, 0.2, 3.0, 1.5, 19.3, 83.9*, -30.1
CN(C)c1ccc(/C=C(/NC(=O)c2ccccc2)C(=O)NCCN2CCOCC2)cc1
→ -0.3, 5.7, 1.8, -1.1, -11.4, -1.4, -4.3, -0.6
CCC(=O)Nc1cccc(NC(=S)NC(=O)c2ccccc2C)c1
→ -57.8, -1.7, -37.9, 10.4, -0.8, 3.5, -5.7, -44.4
CCOC(=O)N1CCN(C(=O)CN(C2CCCCC2)S(=O)(=O)c2ccc(Cl)cc2)CC1
→ 5.7, -2.6, 6.0, 1.0, -7.1, 0.6, -3.0, 3.4

Profiles, looked up by structure:
`C=CCC[C@H](Cc1ccc(F)cc1)C(=O)OC[C@@H](NC(=O)[C@H](CC=C)CC(=O)NCCO)C(C)(C)C` across the screens: 697 NFkB inh: 9.2; EBI2 antag: 5.8; Jurkat NFkB inh: -5.4; CCR6 antag: 2.9; UBC13 inh: 6.8; Apaf1 inhib: 5.6; SENP8 block: 2.6; Gli-Sufu antag: 6.1
`CCC(=O)Nc1cccc(NC(=S)NC(=O)c2ccccc2C)c1` across the screens: 697 NFkB inh: -57.8; EBI2 antag: -1.7; Jurkat NFkB inh: -37.9; CCR6 antag: 10.4; UBC13 inh: -0.8; Apaf1 inhib: 3.5; SENP8 block: -5.7; Gli-Sufu antag: -44.4
`O=C(NCc1ccc2c(c1)OCO2)c1ccccn1` across the screens: 697 NFkB inh: -12.7; EBI2 antag: -5.1; Jurkat NFkB inh: -14.0; CCR6 antag: -3.2; UBC13 inh: 4.0; Apaf1 inhib: -6.2; SENP8 block: -10.8; Gli-Sufu antag: -7.5

Going on with the list:
Values run as follows: 697 NFkB inh, EBI2 antag, Jurkat NFkB inh, CCR6 antag, UBC13 inh, Apaf1 inhib, SENP8 block, Gli-Sufu antag
O=C(N/N=C/C(Cl)=C\c1ccccc1)c1ccco1
→ -78.8, 0.3, -76.1, -3.6, -2.9, -8.1, 3.7, -65.9
COc1ccc(OC)c(NC(=O)C2CCCN2S(=O)(=O)c2cccc3nsnc23)c1 (centres undefined)
→ -17.5, 11.9, -7.9, 22.1, 1.9, -10.7, -3.0, -18.3
CC(C)(C)NC(=O)c1ccc(NC(=O)CSc2ccccc2)cc1
→ -0.8, -4.6, -13.8, 2.6, -19.9, -6.0, -11.1, -7.4
Cc1cccc(/C(N)=N/OC(=O)c2cccc3ccccc23)c1
→ -75.4, -3.3, -20.4, ., 3.4, 2.2, 76.5*, .
S=c1[nH]nc(-c2n[nH]c3c2CCC3)n1/N=C/C=C/c1ccco1
→ -22.6, 3.3, -17.1, 6.7, -1.5, -8.2, 1.4, 5.2
COc1ccc(OCC(=O)N2CCN(C(=O)COc3ccc(Br)cc3)CC2)cc1
→ -2.9, 79.9*, 3.1, 5.1, -5.8, 4.5, 4.4, 2.8
CCN(CC)C(=O)CCCc1c[nH]c2ccccc12
→ 5.5, 2.8, 11.3, 12.8, 1.1, -7.8, 0.3, -19.4
O=C(c1ccc(F)cc1)N1CCC(C(=O)N2CCN(S(=O)(=O)c3ccccc3Br)CC2)CC1
→ -10.3, 10.8, 12.1, -8.5, 13.6, 27.6, 7.0, 3.9
Cc1ccc(C(=O)c2cnc3ccccc3c2-c2ccccc2)cc1
→ -27.2, 1.5, -3.7, 13.7, 1.5, 19.7, 9.8, 9.3
C=C(C)C1Cc2nc(N)nc(C)c2C1 (centres undefined)
→ -26.1, -13.0, 8.6, -3.7, -3.8, 9.2, 0.8, 3.2
C=CCNC(=O)/C(=C\c1ccc(OC)cc1)NC(=O)c1ccc([N+](=O)[O-])cc1
→ 17.8, 6.6, 8.4, -12.8, -4.0, 1.1, -0.9, -0.1
CCN(CC)S(=O)(=O)c1ccc(Cl)c(NC(=S)NC(=O)C2CCCC2)c1
→ -40.7, 3.7, 2.2, 47.1, 2.3, 13.1, -4.0, 15.1
COc1ccc(C(=O)N2CCN(C3CCC(c4ccccc4)CC3)CC2)cc1OC (centres undefined)
→ -5.1, 30.2, 4.0, 17.2, -0.9, 10.5, -11.1, 7.2
CSc1ccc(/C=N\NC(=O)CC(=O)NC(C)C)cc1
→ 10.7, 4.6, -1.6, -5.9, -3.4, -2.2, 5.3, -11.9
CCc1ccc2c(c1)C1(SC(NC(C)=O)=NN1C(C)=O)C(=O)N2C(C)C (centres undefined)
→ 17.1, 6.5, 3.9, 3.7, -2.6, -3.1, -0.4, -1.8
O=C(NCCC1CCCCN1S(=O)(=O)c1ccccc1)C(=O)NC1CC1 (centres undefined)
→ 12.9, 0.9, 3.3, 6.8, 3.3, -3.1, -1.4, 5.7
CC1(C)C(N(O)C(=O)Nc2ccc(Cl)cc2)N(c2ccc(Cl)cc2)C(=O)N1CC(=O)NN (centres undefined)
→ 14.8, -7.9, 6.6, -10.8, 6.8, 17.7, -0.8, 1.1
CSc1nc(NS(=O)(=O)c2cc(Br)ccc2Br)cc(=O)[nH]1
→ 11.9, 5.7, -3.8, 2.6, 10.9, 5.6, 2.5, 18.8
Cc1c(C)n(O)c2ccc3nonc3c12
→ 6.4, 7.6, 8.4, -15.0, -2.1, -9.7, 12.1, -10.8
COc1ccc(/C=C/c2nc3ccccc3c(=O)n2-c2cccc(C(=O)O)c2)cc1
→ 6.2, -5.8, 1.0, 3.7, -1.1, 3.3, 0.5, 8.1
O=C(CCN1CCc2ccccc2C1)c1ccc2c(c1)OCCO2
→ -16.8, -6.1, -7.6, 6.8, 0.5, 4.9, -9.4, 9.5

Rewritten as labelled records: entries from further up
CSc1nc(NS(=O)(=O)c2cc(Br)ccc2Br)cc(=O)[nH]1
  697 NFkB inh: 11.9 | EBI2 antag: 5.7 | Jurkat NFkB inh: -3.8 | CCR6 antag: 2.6 | UBC13 inh: 10.9 | Apaf1 inhib: 5.6 | SENP8 block: 2.5 | Gli-Sufu antag: 18.8
Cc1c(C)n(O)c2ccc3nonc3c12
  697 NFkB inh: 6.4 | EBI2 antag: 7.6 | Jurkat NFkB inh: 8.4 | CCR6 antag: -15.0 | UBC13 inh: -2.1 | Apaf1 inhib: -9.7 | SENP8 block: 12.1 | Gli-Sufu antag: -10.8

These rows are one share of the data; count on the stated rates, not on these rows.
